CSN deneddyl inh = inhibitors of human CSN-mediated cullin deneddylation | Purified CSN, SCF-Nedd8-OG deneddylation, fluorescence polarization | inhibition, % at 12.5 µM | 360,000 compounds, 0.38% hits | Q92905;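 active means pattern-corrected inhibition above about 35%, with an unprinted fluorescence ratio check between 0.5 and 1.5, limit read from the data, passing the limit was not always enough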;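 further: 0% = enzyme with substrate and 100% = substrate without enzyme; some results filed as inactive read as strong as hits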
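Assay system: purified human Csn5 enzyme expressed in HEK293T cells; Input: 0.24 nM Csn5 enzyme, final concentration; Reagent: 10 nM SCFSkp2-Nedd8OG; Compound dosing: 12.5 µM single point; Times: reaction 90 min, room temperature; Technique: fluorescence polarization readout.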
bovine MsrA act = activators of bovine methionine sulfoxide reductase A; activation, % at 10.6 µM; 360,000 compounds, 0.3% hits; purified bovine MsrA, absorbance read-out; AID 602163; in the data active means activation above about 7.5%;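 further: 0% = vehicle and 100% = reference activator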
MsrA inh = bovine MsrA inhibition; purified bovine MsrA, absorbance read-out; inhibition, % at 15.5 µM; 360,000 compounds, 0.75% hits; AID 651718; in the data active means inhibition above about 4.5%;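 further: 0% = vehicle wells with enzyme and 100% = reference inhibitor wells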
FAS TE block = FAS thioesterase (human) inhibition; recombinant FAS-TE, OMFH fluorogenic substrate, fluorescence endpoint; inhibition, % at 15 µM; 360,000 compounds, 0.67% hits; AID 602261;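 active means compounds whose normalised, plate-corrected inhibition of enzyme fluorescence in the single-dose primary screen is 50% or more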;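 further: 0% = DMSO with enzyme and 100% = substrate without enzyme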
PABP1 MLLE inh = inhibitors of microRNA-mediated deadenylation, human PABP1 MLLE binding. P11940. GST-MLLE / FITC-PAM2 fluorescence polarization. inhibition, % at 20 µM. 360,000 compounds, 0.36% hits; in the data active means inhibition above about 35%, passing the limit was not always enough;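 further: plate controls were DMSO wells with GST-MLLE for no effect and wells lacking GST-MLLE protein for full effect; some results filed as inactive read as strong as hits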
MT1-MMP act inh = MT1-MMP (human) activation inhibition; P50281; HT1080 RFP-PRO-GFP cells, GFP/RFP ratio fluorescence, overnight; percent of plate control window, DMSO zero; GFP/RFP ratio change, % at 20 µM; 360,000 compounds, 0.061% hits; AID 651647;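 active means GFP/RFP ratio change of at least 30% with cell ATP level not reduced by more than half and red fluorescence within 50% of control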; further: strong numbers were not always called active
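Assay system: HT1080 RFP-PRO-GFP cells. Benchmarks: DMSO vehicle wells and RFP-L50D-GFP reporter cell wells. Times: overnight cell settling, then overnight compound exposure, 37 °C, 5% CO2. Compound: 20 µM single dose, 1% DMSO. Read-out basis: GFP/RFP fluorescence ratio.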
Rpn11 inh = Rpn11 (human) deubiquitinase inhibition; 360,000 compounds, 0.59% hits; calls only at 20 µM; O00487; human 26S proteasome, Ub4-pepOG fluorescence polarization; 20S core pre-blocked with epoxomicin; AID 588493;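 active means inhibition at 20 µM, scaled to each plate's controls, above about 33%, limit read from the data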
Target sequence (O00487 whole entry, looked up): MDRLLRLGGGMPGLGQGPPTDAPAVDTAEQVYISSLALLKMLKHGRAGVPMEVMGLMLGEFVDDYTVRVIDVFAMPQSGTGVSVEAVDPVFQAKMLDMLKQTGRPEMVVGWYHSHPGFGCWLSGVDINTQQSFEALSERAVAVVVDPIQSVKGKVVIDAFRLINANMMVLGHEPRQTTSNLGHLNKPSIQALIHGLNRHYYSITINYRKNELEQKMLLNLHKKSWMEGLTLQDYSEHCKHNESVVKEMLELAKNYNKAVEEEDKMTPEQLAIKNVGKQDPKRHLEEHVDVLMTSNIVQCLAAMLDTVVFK
Rin1 Abl inh = inhibitors of human Rin1-Abl protein interaction | 360,000 compounds, 0.4% hits | TR-FRET Rin1/Abl binding, biochemical | inhibition, % at 7.35 µM; in the data active means inhibition above about 5%, passing the limit was not always enough
E coli Lon inh = E. coli protease La inhibition. P0A9M0. purified E. coli Lon protease, fluorescence polarization. inhibition, % at 7.94 µM. 360,000 compounds, 0.42% hits; in the data active means inhibition above about 13%, passing the limit was not always enough;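 further: 0% = enzyme with probe and DMSO and 100% = no enzyme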
Target sequence (P0A9M0 whole entry, looked up): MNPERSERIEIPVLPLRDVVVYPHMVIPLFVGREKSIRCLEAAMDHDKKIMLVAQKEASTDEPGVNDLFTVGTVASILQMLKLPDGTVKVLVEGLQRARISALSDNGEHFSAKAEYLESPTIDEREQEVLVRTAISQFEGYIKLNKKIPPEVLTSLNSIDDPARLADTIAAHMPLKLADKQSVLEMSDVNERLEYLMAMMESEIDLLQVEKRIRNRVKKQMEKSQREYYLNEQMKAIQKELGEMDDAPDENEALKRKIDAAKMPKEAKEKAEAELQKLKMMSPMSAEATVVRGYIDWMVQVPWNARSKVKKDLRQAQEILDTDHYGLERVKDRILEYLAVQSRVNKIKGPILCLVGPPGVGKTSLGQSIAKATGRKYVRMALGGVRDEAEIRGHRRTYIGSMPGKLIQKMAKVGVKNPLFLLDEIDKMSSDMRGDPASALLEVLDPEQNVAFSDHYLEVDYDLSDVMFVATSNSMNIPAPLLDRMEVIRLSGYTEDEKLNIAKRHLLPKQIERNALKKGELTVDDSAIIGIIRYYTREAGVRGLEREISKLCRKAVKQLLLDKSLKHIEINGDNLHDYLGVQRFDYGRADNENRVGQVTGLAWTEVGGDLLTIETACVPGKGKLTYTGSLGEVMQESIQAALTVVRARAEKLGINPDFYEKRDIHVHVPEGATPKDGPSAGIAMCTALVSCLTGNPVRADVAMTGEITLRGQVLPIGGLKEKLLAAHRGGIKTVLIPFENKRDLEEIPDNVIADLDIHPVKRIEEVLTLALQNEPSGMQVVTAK
* = called active by the depositor; i = inactive.

(1) CCC(C)NC(=O)COC(=O)c1ccc(Cl)cc1O (centres undefined)
(2) Clc1ccccc1Cc1noc(CN2CCN(Cc3ccccn3)CC2)n1
(3) CCOC(=O)C1(CCOc2ccccc2)CCN(Cc2cc(OC)c(O)cc2Cl)CC1
(4) OC(CNCC1(N2CCCCC2)CCCCC1)COc1ccc(Cl)cc1Cl (centres undefined)
(5) O=c1/c(=C/c2cccc3ccccc23)sc2ncnn12
(6) COc1cc(C(=O)NNC(=O)CCOc2ccccc2)cc(OC)c1OC
(7) O=C(/C=C/c1ccc(F)cc1)N1CCN(S(=O)(=O)/C=C/c2ccccc2)CC1
(8) CN(C)S(=O)(=O)N1CCC(CO)(CCc2ccccc2)CC1
entry no.,1,2,3,4,5,6,7,8
CSN deneddyl inh,-1,5,3,-3,6,0,2,3
bovine MsrA act,-3,-1,-3,-8,-3,0,-2,-3
MsrA inh,-0.1,1.1,0.3,-1.1,1.3,0.2,2.0,-0.2
FAS TE block,-2,-5,10,0,-11,-2,-1,1
PABP1 MLLE inh,1,-2,3,0,-8,6,1,5
MT1-MMP act inh,-1,-2,1,3,-4,1,2,0
Rpn11 inh,i,i,i,i,i,i,i,i
Rin1 Abl inh,1,3,-3,-5,-3,3,3,1
E coli Lon inh,-8,-2,-8,-1,-1,11,-1,3

(9) CN(C)S(=O)(=O)c1cccc(NC(=O)CN2C(=O)NC(Cc3ccccc3)C2=O)c1 (centres undefined)
(10) Cc1noc(C)c1/C=N/Nc1ccc2ccccc2n1
(11) OC(COc1ccc(OCC(O)CN2CCCCC2)cc1)CN1CCCCC1 (centres undefined)
(12) CCN1CCN(c2cc(C)c3cc(NC(=O)Cc4ccc(OC)c(OC)c4)ccc3n2)CC1
(13) Cc1ccc([C@H]2C[C@@H](n3cc(COC(=O)c4ccccc4)nn3)[C@H](O)CN2C(=O)c2cccs2)cc1
(14) COc1cc(-c2noc(C)c2C#Cc2nccn2C)cc(OC)c1OC
(15) CC(C)(c1cc(Cl)c(O)c(CN2CCOCC2)c1)c1cc(Cl)c(O)c(CN2CCOCC2)c1
(16) COc1ccc2[nH]c(=O)c(CN(C(=O)c3cccnc3)c3ccc(C)c(C)c3)cc2c1
entry no.,9,10,11,12,13,14,15,16
CSN deneddyl inh,-3,-3,-3,5,1,3,0,2
bovine MsrA act,-3,-11,-6,-2,-6,-6,-1,-2
MsrA inh,0.1,0.5,0.5,1.5,-0.1,-1.0,-0.9,0.0
FAS TE block,-1,1,-1,-6,2,-9,17,4
PABP1 MLLE inh,4,-2,0,-16,3,-5,3,11
MT1-MMP act inh,2,5,2,-2,3,1,-3,-6
Rpn11 inh,i,i,i,i,i,i,i,i
Rin1 Abl inh,4,1,0,-8,-1,3,1,3
E coli Lon inh,4,-4,6,8,3,7,-13,4

(17) COCCNS(=O)(=O)c1cc(Br)ccc1OC
(18) CCCCc1nnc(NC(=O)C2CC(=O)N(c3ccc4c(c3)OCCO4)C2)s1 (centres undefined)
(19) O=C(NNC(=O)c1ccco1)c1cccc(Br)c1
(20) CCOc1cc(C2C(C(=O)O)c3cc(OCC)c(OCC)cc3C(=O)N2C)ccc1O (centres undefined)
(21) O=C(CSc1n[nH]c(-c2ccccc2)n1)NC(=O)NCc1ccco1
(22) COC(=O)c1ccccc1C(=O)c1cccc2ccccc12
(23) CC(C)(O)C#Cc1ccc(CN2CCN(Cc3ccccc3)C(CCO)C2)cc1 (centres undefined)
(24) CC(NC(=O)c1ccc(S(=O)(=O)Nc2ccccc2Cl)cc1)c1ccncc1 (centres undefined)
entry no.,17,18,19,20,21,22,23,24
CSN deneddyl inh,-3,3,0,2,30,-2,1,1
bovine MsrA act,0,-5,-3,-3,-4,-1,0,-2
MsrA inh,-1.4,-1.7,0.4,-0.8,0.0,0.7,-0.4,0.0
FAS TE block,-5,0,-2,-5,-6,26,-2,-9
PABP1 MLLE inh,-5,-8,-5,8,-18,2,-7,0
MT1-MMP act inh,-1,9,4,3,0,1,-5,-4
Rpn11 inh,i,i,i,i,i,i,i,i
Rin1 Abl inh,-2,-2,0,1,1,0,0,2
E coli Lon inh,-7,-3,9,-7,-10,-1,3,-4

Reprinted from the part before: 4 entries, followed by the next part.
(21) O=C(CSc1n[nH]c(-c2ccccc2)n1)NC(=O)NCc1ccco1
(22) COC(=O)c1ccccc1C(=O)c1cccc2ccccc12
(23) CC(C)(O)C#Cc1ccc(CN2CCN(Cc3ccccc3)C(CCO)C2)cc1 (centres undefined)
(24) CC(NC(=O)c1ccc(S(=O)(=O)Nc2ccccc2Cl)cc1)c1ccncc1 (centres undefined)
(25) O=S1(=O)CCC(NC(=S)Nc2ccc(Cl)cc2)C1 (centres undefined)
(26) CCN1C(=NCC(C)C)N[C@@H](c2cccc(F)c2)C(C(=O)OC)=C1C
(27) Cc1nc2nc(-c3ccccc3)cc(=O)n2[nH]1
(28) Cc1cn([C@H]2C[C@H](O)[C@@H](CNC(=O)CNC(=O)CN)O2)c(=O)[nH]c1=O
(29) Nc1ncc2c(n1)-c1ccccc1CC2
(30) Cc1ccc(S(=O)(=O)N(Cc2cc3cccc(C)c3[nH]c2=O)c2ccccc2)cc1
(31) O=C(Nc1ccc(C2CCCCC2)cc1)C1CCCN(c2ncccn2)C1 (centres undefined)
(32) Cc1cs/c(=N\N=C\c2ccc(O)cc2)n1Cc1ccco1
entry no.,21,22,23,24,25,26,27,28,29,30,31,32
CSN deneddyl inh,30,-2,1,1,-4,-7,-3,5,-7,-14,2,-13
bovine MsrA act,-4,-1,0,-2,-3,-2,2,-3,-1,-3,-3,-12
MsrA inh,0.0,0.7,-0.4,0.0,0.2,0.0,-1.0,-0.4,2.8,-0.2,-0.7,1.6
FAS TE block,-6,26,-2,-9,-9,-15,-6,-7,-4,12,-8,-2
PABP1 MLLE inh,-18,2,-7,0,8,-101,-6,6,4,-6,-8,-10
MT1-MMP act inh,0,1,-5,-4,0,-1,-1,0,-13,-6,3,-2
Rpn11 inh,i,i,i,i,i,i,i,i,i,i,i,i
Rin1 Abl inh,1,0,0,2,0,-4,1,-5,0,-1,0,-1
E coli Lon inh,-10,-1,3,-4,4,8,-5,-3,1,-3,-4,-1

(33) Cc1ccc(CN2CC(C(=O)N3CC(C)CC(C)C3)CC2=O)cc1 (centres undefined)
(34) COc1cc(OC)cc(C(=O)N2CCN(Cc3ccc4c(c3)OCO4)CC2)c1
(35) O=C(N[C@@H](Cc1ccccc1)C(=O)OCc1ccccc1)c1ccco1
(36) Cc1ccc(S(=O)(=O)N/N=C/C(C)(C)CO)cc1
(37) CN(c1cccc(NC(=O)CSc2ccc(Cl)cc2)c1)S(C)(=O)=O
(38) COc1ccc(NC(=O)c2c([N+](=O)[O-])c(C(C)(C)C)nn2C)cc1
(39) C[C@]12CC[C@H](OC(=O)CCC(=O)O)CC1=CCC1C2CC[C@@]2(C)C1CC[C@@H]2N (some centres undefined)
(40) CNc1nc2c(c(=O)n(C)c(=O)n2C)n1Cc1ccccc1
entry no.,33,34,35,36,37,38,39,40
CSN deneddyl inh,-6,4,-1,3,5,5,1,-5
bovine MsrA act,-2,1,-2,-3,-2,-1,-9,-2
MsrA inh,-0.5,0.3,0.3,-0.9,-0.8,0.4,0.0,-0.6
FAS TE block,-6,-3,5,-5,6,4,-8,-3
PABP1 MLLE inh,3,-2,-7,-20,34,-11,1,6
MT1-MMP act inh,0,0,-1,-2,-7,1,-7,7
Rpn11 inh,i,i,i,i,i,i,i,i
Rin1 Abl inh,0,3,-3,-3,-3,1,2,-3
E coli Lon inh,-9,-4,3,-2,2,7,-5,11

(41) O=C(O)C1CCN(C(=O)NC2CCCCC2)CC1
(42) C/C(=N\NC(=S)Nc1ccccc1C)C1Cc2ccccc2C(=O)O1 (centres undefined)
(43) O=C(Cn1c(=O)oc2ccccc21)Nc1ccc(F)cc1
(44) Cc1c(NC(=O)C(C)OC(=O)COc2ccc(C#N)cc2)c(=O)n(-c2ccccc2)n1C (centres undefined)
(45) COc1cc(OC)nc(NC(=O)CS(=O)(=O)c2ccccc2)n1
(46) CCCCn1c(N)c(N(CCOC)C(=O)COC(=O)c2cc(CCC)c(C)s2)c(=O)[nH]c1=O
(47) CC(=O)Nc1ccc(C(=O)N2CC(=O)NC(=O)C2)cc1
(48) Cc1ccc(S(=O)(=O)N2CCN(c3cc4c(cc3[N+](=O)[O-])n(C)c(=O)n4C)CC2)cc1
entry no.,41,42,43,44,45,46,47,48
CSN deneddyl inh,6,-1,-2,-3,3,1,-3,3
bovine MsrA act,2,-5,-3,1,-10,-2,-8,-2
MsrA inh,0.8,-1.2,1.7,0.5,0.2,0.0,-1.8,1.3
FAS TE block,-2,3,-5,-7,-13,-3,-1,10
PABP1 MLLE inh,-3,29,-8,-10,13,-49,0,-105
MT1-MMP act inh,2,2,0,-3,5,-4,3,12
Rpn11 inh,i,i,i,i,i,i,i,i
Rin1 Abl inh,-3,-3,3,5,-1,0,2,-11
E coli Lon inh,-10,2,0,9,-4,2,5,11

(49) Cc1ccc(S(=O)c2ccc(NC(=O)C3CC3)cc2C#N)cc1 (centres undefined)
(50) CC1(C)NC(=O)N(CC(=O)OCC(=O)Nc2sccc2C#N)C1=O
(51) CC(=O)Nc1ccc(S(=O)(=O)NCCCN2CCOCC2)cc1
(52) O=C(NCc1ccccc1)c1cc(C2CCCCN2S(=O)(=O)c2cccc3cccnc23)on1 (centres undefined)
(53) O=C(COC(=O)C1CC2C=CC1C2)NCCc1ccccc1 (centres undefined)
(54) CCOc1ccc(C(C(=O)NC2CCCCC2)N(C(=O)c2csnn2)C2CC2)cc1 (centres undefined)
(55) COc1cccc(C(=O)OC(C)C(=O)Nc2ccc3c(c2)OCO3)c1 (centres undefined)
(56) C#CC[N+](C)(C)CC#Cc1ccc(C)cc1
entry no.,49,50,51,52,53,54,55,56
CSN deneddyl inh,0,9,6,4,-3,-1,-1,4
bovine MsrA act,0,0,-4,-6,-2,-11,1,-8
MsrA inh,1.0,-0.4,0.5,-0.5,-0.2,-0.3,-0.3,1.6
FAS TE block,2,-7,-1,-3,-3,1,-1,-6
PABP1 MLLE inh,0,23,5,6,-14,0,-2,-4
MT1-MMP act inh,0,-6,0,0,-2,2,2,2
Rpn11 inh,i,i,i,i,i,i,i,i
Rin1 Abl inh,4,1,-2,-5,0,1,1,4
E coli Lon inh,7,5,11,2,-6,24*,-7,3

(57) Cc1ccsc1C(=O)NNC(=O)c1ccncc1
(58) COc1cc(C(=O)Nc2ccc(C(=O)c3cccs3)cc2)cc(OC)c1OC
(59) C[C@H](CO)N1C[C@H](C)[C@H](CN(C)S(=O)(=O)c2ccccc2)Oc2c(NS(C)(=O)=O)cccc2C1=O
(60) COC(=O)CNC(=O)c1ccc2c(c1)S(=O)(=O)c1ccccc1C2=O
(61) Clc1ccc(CN2CCN(c3ccccc3)CC2)cn1
(62) [O-][n+]1onc2c1CCc1nnccc1-2
entry no.,57,58,59,60,61,62
CSN deneddyl inh,-3,1,-2,-2,1,4
bovine MsrA act,-7,-2,-3,0,-1,0
MsrA inh,0.6,1.7,-0.7,0.0,0.1,0.4
FAS TE block,-6,17,-6,-3,2,-2
PABP1 MLLE inh,0,-12,25,-1,0,5
MT1-MMP act inh,0,8,6,1,0,-1
Rpn11 inh,i,i,i,i,i,i
Rin1 Abl inh,4,-2,2,1,-2,1
E coli Lon inh,2,7,-2,1,-11,0
